High-throughput results (PubChem BioAssay)
DAX1 inh-1 = DAX1 (NR0B1) inhibitors on StAR promoter, primary screen, cell-based, luminescence, SF-1 (NR5A1), full-length DAX-1; HEK293T StAR-luciferase reporter, SF-1/DAX-1 repression relief; inhibition, % at 6.8 µM; actives 1.1% (n = 370,000); AID 652010, 2013;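 active means inhibition above the mean over all tested compounds plus 3 SD, cut at about 3.6% in these data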;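 further: 0% = DAX-1 cells with DMSO and 100% = cells lacking DAX-1 with DMSO; higher inhibition means more luminescence from relief of DAX-1 repression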
ADAM17 inh = ADAM17 inhibitors, primary screen, biochemical, QFRET | Disintegrin and metalloproteinase domain-containing protein 17 (Homo sapiens), P78536 | recombinant ADAM17, EDANS/DABCYL FRET peptide cleavage | actives 0.83% (n = 370,000) | inhibition, % at 6.95 µM;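 active means inhibition above the mean of compounds lying between control limits plus 3 SD, set per campaign, cut at about 8.5% in these data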;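 further: 0% = DMSO-only wells as the low control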
GAA850 FXN act = FXN promoter activators, primary screen, cell-based, luciferase luminescence, HEK293 lucGAA850. activation, % at 6 µM. actives 0.56% (n = 360,000). HEK293 lucGAA850 FXN promoter luciferase reporter, 24 h; percent of 10 µM SAHA response. AID 540364, 2011;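 active means activation above the average of all compounds screened plus 3 SD, cutoff fixed separately per campaign, cut at about 7.5% in these data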;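 further: 0% = DMSO wells and 100% = 10 µM SAHA wells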
ssDAF12 agonist = S. stercoralis DAF-12 nuclear receptor activators, primary screen, cell-based, luminescence, HEK293, GRIP1 co-expression, lit1-tk-luc; Nuclear hormone receptor DAF-12 (Strongyloides stercoralis); HEK293 ssDAF-12/GRIP1 lit1-tk-luc reporter; % of 3 µM dafachronic acid response; activation, % at 6.8 µM; actives 1% (n = 370,000);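 active means activation above the mean over all tested compounds plus 3 SD, cut at about 0.9% in these data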;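 further: 0% = DMSO-only wells and 100% = 3 µM delta7-dafachronic acid wells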
hcDAF12 agonist = H. contortus DAF-12 nuclear receptor activators, primary screen, cell-based, luminescence, HEK293, lit1-tk-luc reporter; HEK293 hcDAF-12 lit1-tk-luc reporter; 0% DMSO, 100% Δ7-dafachronic acid; activation, % at 6.8 µM; actives 1.4% (n = 370,000); AID 652067, 2013;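 active means activation above the mean of all tested compounds plus 3 SD, cut at about 5.5% in these data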;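 further: 100% = response to 3 µM Δ7-dafachronic acid high control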
PLCg1 inh = PLC-gamma1 enzyme inhibitors, primary screen, biochemical, fluorescence, purified enzyme | 1-phosphatidylinositol 4,5-bisphosphate phosphodiesterase gamma-1 (Homo sapiens), P19174 | fluorogenic substrate | inhibition, % at 12.2 µM | actives 0.84% (n = 370,000); in the data active means inhibition above about 9.5%
DAX1 inh-2 = DAX1 (NR0B1) inhibitors, primary screen, cell-based, HEK293, Gal4-DAX1, luciferase luminescence; HEK293 Gal4-DAX1 luciferase reporter; inhibition, % at 6.75 µM; actives 0.99% (n = 340,000); Nuclear receptor subfamily 0 group B member 1 (Homo sapiens), P51843; AID 504766, 2011;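 active means inhibition above the mean over all tested compounds plus 3 SD, cut at about 4.2% in these data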;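 further: 0% = DAX1-transfected cells with DMSO and 100% = empty-vector control cells with DMSO; inhibition shows as a rise in luminescence from relieved DAX1 repression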
PLCb3 inh = human PLC-beta3 inhibitors, primary screen, biochemical, fluorescence; 1-phosphatidylinositol 4,5-bisphosphate phosphodiesterase beta-3 (Homo sapiens), Q01970; Purified PLC-beta3, fluorogenic substrate; inhibition, % at 12.2 µM; actives 0.18% (n = 370,000); in the data active means inhibition above about 11%;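 further: 0% = median of compound wells on plate and 100% = full blocker control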
hgDAF-12 ag = H. glycines DAF-12 receptor agonists, primary screen, cell-based, luminescence, HEK293, GAL4 fusion, UAS-luciferase; actives 1.8% (n = 370,000); AID 687014, 2013; activation, % at 6.8 µM; Nuclear hormone receptor DAF-12 (Heterodera glycines), GAL4 fusion; HEK293 GAL4-hgDAF12 UAS-luciferase reporter, agonist luminescence; normalized to butyrate control;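 active means activation above a cutoff set at the mean of all screened compounds plus 3 SD, cut at about 10% in these data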;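 further: 0% = DMSO wells and 100% = sodium butyrate wells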
ADAM10 inh = human ADAM10 inhibitors, primary screen, biochemical, QFRET, HTS; Disintegrin and metalloproteinase domain-containing protein 10 (Homo sapiens), O14672; recombinant ADAM10, EDANS/DABCYL FRET peptide cleavage, 3 h; inhibition, % at 7 µM; actives 0.62% (n = 370,000); AID 720582, 2013;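 active means inhibition above a per-campaign cutoff equal to the mean of compounds falling between control-based bounds plus 3 SD, cut at about 20% in these data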;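 further: 0% = DMSO wells while the 100% control is not disclosed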
Target sequence (O14672 214-748 limits assumed): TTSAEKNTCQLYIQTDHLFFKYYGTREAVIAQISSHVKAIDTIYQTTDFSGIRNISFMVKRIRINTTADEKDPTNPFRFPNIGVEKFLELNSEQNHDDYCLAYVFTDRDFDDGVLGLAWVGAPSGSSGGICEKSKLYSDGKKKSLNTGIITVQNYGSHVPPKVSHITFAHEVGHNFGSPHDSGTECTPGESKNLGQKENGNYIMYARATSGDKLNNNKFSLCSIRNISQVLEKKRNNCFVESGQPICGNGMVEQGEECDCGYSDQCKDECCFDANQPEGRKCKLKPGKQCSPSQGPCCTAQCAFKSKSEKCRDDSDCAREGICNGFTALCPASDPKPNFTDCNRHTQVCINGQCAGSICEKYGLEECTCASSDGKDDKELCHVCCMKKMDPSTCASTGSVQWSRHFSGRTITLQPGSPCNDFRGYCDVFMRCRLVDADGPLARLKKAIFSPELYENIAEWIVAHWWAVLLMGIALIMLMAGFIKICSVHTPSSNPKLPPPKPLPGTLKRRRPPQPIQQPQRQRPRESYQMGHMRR
HGIII-sPLA2 inh = human group III sPLA2 inhibitors, primary screen, biochemical, QFRET, BODIPY PC-A2 liposome substrate. Group 3 secretory phospholipase A2 (Homo sapiens), Q9NZ20. QFRET BODIPY PC-A2 liposome hydrolysis, fluorescence. AID 743126, 2013. inhibition, % at 12.2 µM. actives 0.56% (n = 370,000);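 active means inhibition above mean plus 3 SD of compounds lying within the high and low control bounds, cut at about 19% in these data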;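 further: 0% = median of test compound wells and 100% = no enzyme DMSO wells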
Target sequence (Q9NZ20 whole entry, looked up): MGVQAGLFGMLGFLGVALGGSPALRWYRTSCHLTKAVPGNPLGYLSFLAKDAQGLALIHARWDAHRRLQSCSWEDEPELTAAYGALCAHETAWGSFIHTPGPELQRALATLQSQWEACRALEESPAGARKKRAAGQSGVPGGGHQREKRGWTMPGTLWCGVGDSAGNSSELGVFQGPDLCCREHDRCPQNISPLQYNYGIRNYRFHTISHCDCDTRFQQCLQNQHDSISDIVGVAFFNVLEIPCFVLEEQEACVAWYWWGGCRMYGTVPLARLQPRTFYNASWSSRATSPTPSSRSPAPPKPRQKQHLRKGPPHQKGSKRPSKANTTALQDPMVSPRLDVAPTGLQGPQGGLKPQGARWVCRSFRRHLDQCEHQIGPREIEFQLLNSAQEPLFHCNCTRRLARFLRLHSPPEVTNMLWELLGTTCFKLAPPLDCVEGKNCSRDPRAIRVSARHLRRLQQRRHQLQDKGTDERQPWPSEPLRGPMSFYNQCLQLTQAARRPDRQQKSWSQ
* marks the source's active call; other numbers are inactive results; i = inactive; / = no result given.

Values run as follows: DAX1 inh-1	ADAM17 inh	GAA850 FXN act	ssDAF12 agonist	hcDAF12 agonist	PLCg1 inh	DAX1 inh-2	PLCb3 inh	hgDAF-12 ag	ADAM10 inh	HGIII-sPLA2 inh
COC(=O)c1ccc(NC(=O)CN2C(=O)CC(C)S(=O)(=O)c3ccccc32)cc1 (stereo unspecified)
→ -0.2	-3	0.3	-0.8	-0.9	2	0.3	-1	-1.1	8	-3
CN(C(=O)c1c[nH]c(=O)cc1C(F)(F)F)c1ccc(Cl)c(Cl)c1
→ 0.2	-1	0.0	-1.7	0.4	-1	-1.4	-6	-0.5	-6	-21
Cc1ccc(C)c(-c2cc(C(=O)Nc3cccnc3)c3ccccc3n2)c1
→ -3.0	4	-2.2	-0.7	0.1	-2	1.3	-9	0.1	-3	1
CCOC(=O)COc1ccc2c3c(c(=O)oc2c1)CCCC3
→ 0.1	-43	0.2	-0.8	0.6	-5	2.8	-15	-1.1	-111	-5
COc1cc(OC)c(NC(=O)Cc2ccc(OC)c(S(=O)(=O)N3CCOCC3)c2)cc1Cl
→ -1.4	-4	-1.6	-1.5	-1.3	2	0.3	-12	0.6	-9	-3
CCCN(CCC)C(=O)C1CCN(c2cc(C)nc3c(-c4ccc(OC)c(OC)c4)c(C)nn23)CC1
→ -0.8	3	-2.0	-1.6	-1.3	-4	0.8	-3	0.1	-1	0
Cc1ccc(C(=O)N/C(=C\c2ccc(Cl)cc2)C(=O)NCCCN2CCOCC2)cc1
→ -0.2	-3	0.0	-1.5	1.3	-5	1.4	-8	-0.2	-12	6
C=CCOc1ccc(CNc2nn[nH]n2)cc1OC
→ 0.2	0	-1.1	-0.2	-0.6	1	-0.6	2	-0.7	1	-3
Cc1ccc(CNC[C@@]23CO[C@H](c4ccc(Cl)cc4)N2[C@@H](c2ccc(Cl)cc2)SC3)o1
→ 0.0	-2	/	-1.3	-2.7	-3	/	-3	-1.2	-2	2
COc1cccc(-c2c(C(=O)N/N=C/c3ccsc3)nnn2-c2nonc2N)c1
→ -0.5	-2	0.5	-0.8	-1.1	-5	0.2	-11	2.0	-1	-9
Cc1ccc(-c2ccc(=O)n(CC(=O)NCCC(C)C)n2)cc1
→ -0.3	-14	2.5	-1.5	0.6	-4	-0.4	-6	0.9	-27	0
CCOC(=O)C1=NN(c2ccc(Cl)cc2)C(c2ccccc2)CC1=O (stereo unspecified)
→ -1.3	4	0.7	-1.0	-0.2	-4	-2.3	-3	0.3	-1	-41
CCOC(=O)c1c(NC(=O)CC)sc(C(C)=O)c1C
→ -0.7	-2	-0.6	-1.1	0.4	0	-0.6	2	3.4	0	-5
Cc1ccc(C)n1NC(=O)c1ccc(Cl)cc1
→ 0.3	-7	0.3	-0.3	1.1	-7	0.6	-8	-1.2	-5	-3
CCOC(=O)c1ccc(N2C(=O)C(O)=C(C(C)=O)C2c2ccc([N+](=O)[O-])cc2)cc1 (stereo unspecified)
→ 0.6	-1	0.0	-1.2	0.9	3	1.3	-6	-1.8	-9	2
Cc1cccc(C)c1OCC(=O)N(Cc1ccc(N(C)C)cc1)C1CCS(=O)(=O)C1 (stereo unspecified)
→ -0.1	-4	1.2	-2.1	-0.2	2	0.8	-4	0.0	-6	1
CCN(CC(=O)Nc1c(F)cccc1F)C(=O)c1ccc2c(c1)OCCO2
→ -0.8	0	2.2	-0.2	0.6	3	0.5	-7	-0.2	-8	4
CSc1cc(C)[nH]c(=O)n1
→ -0.3	-2	2.8	-0.9	0.3	-1	0.4	0	1.3	-1	8
COc1ccc(/C=C2\SC(=S)N(CC(=O)OCC(=O)Nc3cc(Cl)cc(Cl)c3)C2=O)cc1
→ 0.0	0	1.0	-1.2	0.7	-5	2.5	-12	1.2	3	-13
O=C(O)C1CC(=O)N(c2ccc(OCc3ccc(Cl)cc3Cl)cc2)C1 (stereo unspecified)
→ -0.2	3	2.5	-0.7	-0.9	2	0.6	-1	-3.7	8	-8
CCCCNC(=O)c1onc(CSc2ccc(C(C)C)cc2)c1C(=O)O
→ 0.2	-2	1.4	-0.6	-1.5	-8	-0.3	-8	-1.4	1	-11
COc1cc(C)ccc1OCC(=O)OCC(=O)c1[nH]c(C)c(C(C)=O)c1C
→ 0.4	5	0.5	-1.4	0.4	3	0.9	6	0.1	-13	-4
CC(C)OC(=O)C(C)Nc1ccc(F)c(Cl)c1 (stereo unspecified)
→ 0.3	2	1.4	-1.3	-1.9	3	-0.2	-3	0.3	-2	2
Cc1nc(SCc2nc3ccccc3[nH]2)c2oc3ccccc3c2n1
→ 0.1	-5	3.4	-0.9	-0.6	-10	-1.2	-11	-1.8	-10	-11
CC(C)n1cc([C@@H]2C[C@H]3CN(Cc4cccc(Cl)c4)C(=O)[C@]34CCCN24)cn1
→ -0.3	-4	-1.9	-0.7	-1.9	2	-0.3	-2	-2.1	-18	1
CCc1cc2c(C)ccc(C)c2nc1SCC(=O)Nc1c(C)[nH]c(=O)[nH]c1=O
→ 0.0	1	-1.3	-0.8	1.8	9	0.8	5	-0.6	3	-11
NS(=O)(=O)c1cc2c(cc1Cl)NC(C1C[C@H]3C=C[C@@H]1C3)NS2(=O)=O (stereo partly specified)
→ -0.1	-5	0.3	-0.3	-1.6	1	-1.9	1	3.0	-13	-1
COc1nc(C)nc2c1ccc1ccccc12
→ 0.0	-3	1.5	-1.4	-0.6	1	-0.5	6	0.9	-4	0
COc1ccc(S(=O)(=O)N2CCCc3nc(-c4ccc(Br)cc4)ccc32)cc1
→ -0.5	2	/	-0.9	-0.2	1	/	2	0.6	1	-6
O=C(Nc1cc(-c2ccccc2)nn1-c1ccccc1)c1ccccc1F
→ -0.4	4	0.1	-1.9	-2.2	0	-0.7	1	-1.7	18	-5

Record cards, as listed above.
CN(C(=O)c1c[nH]c(=O)cc1C(F)(F)F)c1ccc(Cl)c(Cl)c1 across the screens: DAX1 inh-1: 0.2; ADAM17 inh: -1; GAA850 FXN act: 0.0; ssDAF12 agonist: -1.7; hcDAF12 agonist: 0.4; PLCg1 inh: -1; DAX1 inh-2: -1.4; PLCb3 inh: -6; hgDAF-12 ag: -0.5; ADAM10 inh: -6; HGIII-sPLA2 inh: -21
CSc1cc(C)[nH]c(=O)n1 across the screens: DAX1 inh-1: -0.3; ADAM17 inh: -2; GAA850 FXN act: 2.8; ssDAF12 agonist: -0.9; hcDAF12 agonist: 0.3; PLCg1 inh: -1; DAX1 inh-2: 0.4; PLCb3 inh: 0; hgDAF-12 ag: 1.3; ADAM10 inh: -1; HGIII-sPLA2 inh: 8
CC(C)n1cc([C@@H]2C[C@H]3CN(Cc4cccc(Cl)c4)C(=O)[C@]34CCCN24)cn1 across the screens: DAX1 inh-1: -0.3; ADAM17 inh: -4; GAA850 FXN act: -1.9; ssDAF12 agonist: -0.7; hcDAF12 agonist: -1.9; PLCg1 inh: 2; DAX1 inh-2: -0.3; PLCb3 inh: -2; hgDAF-12 ag: -2.1; ADAM10 inh: -18; HGIII-sPLA2 inh: 1

(more compounds)
Values run as follows: DAX1 inh-1	ADAM17 inh	GAA850 FXN act	ssDAF12 agonist	hcDAF12 agonist	PLCg1 inh	DAX1 inh-2	PLCb3 inh	hgDAF-12 ag	ADAM10 inh	HGIII-sPLA2 inh
O=C(N/N=C/c1ccc(-c2cccc([N+](=O)[O-])c2)o1)c1ccccc1O
→ -1.1	-1	-0.2	-1.0	-0.8	4	2.1	-2	0.7	-1	0
CCOc1ccc(OCCC(=O)N(CC)CC(=O)Nc2ccccc2C(F)(F)F)cc1
→ -1.8	-3	0.8	-1.0	-0.3	1	-1.7	-11	-0.9	-3	-2
Cn1cnnc1SCc1ccc(C(=O)NN)cc1
→ -0.2	-1	1.1	-1.5	0.0	1	-0.6	-1	-1.3	0	2
O=C(COc1cccc(NC(=O)c2ccco2)c1)c1ccc(F)cc1
→ 0.2	3	0.3	-0.7	-2.7	3	-1.1	2	-2.7	7	-14
COCCCNc1oc(-c2ccccc2OC)nc1C#N
→ 0.4	-391	-0.1	-1.5	-1.5	-331	0.7	-468	-1.7	i	5
COc1ccc(CCN2C(=O)CC(C(N)=O)SC2=Nc2ccccc2)cc1 (stereo unspecified)
→ -0.6	-2	0.8	-1.8	-0.7	-1	-1.4	-3	-0.3	5	-9
O=C(NNC(=S)NC(=O)c1ccc(F)cc1)c1ccncc1
→ -0.2	1	0.1	-0.7	0.7	-2	0.6	2	2.3	-1	5
COCCn1c(SCC(=O)NCc2ccco2)nnc1C(C)C
→ -0.5	0	0.6	-0.6	-0.2	-5	0.7	-6	-0.9	2	4
COc1ccccc1NC(=O)c1ccc(N2CC3CC(C2)c2cccc(=O)n2C3)c(NC(=O)c2cccnc2)c1 (stereo unspecified)
→ -0.2	-3	-0.7	-0.9	-1.0	-40	1.1	-67	-1.1	1	0
COCCCn1c(=O)c2ccccc2n(CC(=O)NC2CCCC2)c1=O
→ -0.2	-2	2.2	-0.9	-1.0	0	-1.1	-4	-0.4	-6	1
COc1ccc(Cl)c(Cn2c(NCc3ccccn3)nc3c2c(=O)n(C)c(=O)n3C)c1
→ -1.1	-7	2.2	-1.3	-1.1	-3	2.0	-2	-2.3	3	8
